Source: PubChem (several laboratories)
GASC-1 inh: human JMJD2C demethylase inhibition; AID 2099; 0.069% of 330,000 active; Q9H3R0; inhibition, % at 2.35 µM; GST-JMJD2C(1-420) H3K9me3 demethylation, DELFIA europium;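 active = more than half of a compound's replicate wells show inhibition beyond 50%, single wells judged on their own value; inconclusive = some, but no more than half, of replicates pass 50% inhibition; inactive = no replicate passes 50% inhibition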;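 also: signal counts dimethyl H3K9 product captured on neutravidin plate; 0% = median of DMSO wells and 100% = 0.3 times that DMSO median; strong numbers were not always called active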
Fh CTSL1 inh: blocks F. hepatica cathepsin L1 in PFM18AAP counter-screen | recombinant F. hepatica cathepsin L1, Z-Leu-Arg-MCA fluorescence | inhibition, % at 5.96 µM | 0.49% of 300,000 active;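 active = inhibition above the mean of all tested compounds plus 3 SD, set per screening campaign, cut at about 17% in these data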;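 also: 0% = plate median of test compound wells and 100% = 1 µM Z-Phe-Ala-diazomethylketone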
HCV core dimer: HCV core protein dimerization inhibition; TR-FRET GST/Flag-core106 dimerization, 1536-well; 0.33% of 300,000 active; inhibition, % at 5 µM;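 active = inhibition above the mean of all tested compounds plus 3 SD, set per screening campaign, cut at about 45% in these data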
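Assay system – GST-tagged and Flag-tagged HCV core protein residues 1-106 · Quantity – core106 proteins, GST 13.5 nM and Flag 17 nM · Benchmarks – unlabelled core106 and no-GST-core106 wells · Read-out basis – percent inhibition of core106 dimerization signal · Detection – time-resolved FRET, ex 340 nm, em 617 and 671 nm · Schedule – 4 h at 22.5 °C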
PP5 primary: inhibitors of human protein phosphatase 5 (PP5). P53041. purified PP5c, OMFP substrate fluorescence. inhibition, % at 6.7 µM. 0.18% of 320,000 active;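 active = inhibition above the campaign's mean inhibition across all tested compounds plus 3 SD, cut at about 9.5% in these data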;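 also: 0% = DMSO only and 100% = 100 µM cantharidin control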
proCasp3 act: procaspase-3 (human) activation. P42574. recombinant procaspase-3 D3A, Ac-DEVD-pNA absorbance 405 nm. activation, % at 8.5 µM. 0.11% of 330,000 active. AID 463141;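 active = activation above the mean of all tested compounds plus 3 SD, cut at about 21% in these data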;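 also: 0% = DMSO alone and 100% = DMSO wells spiked with extra 5 µM PC-3 D3A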
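Test system: Procaspase-3 D3A mutant; medium: Zinc-free HEPES/NaCl buffer with 0.01% Triton X-100 at pH 7.4; reagent: DEVD-pNA substrate; doses: one concentration, 8.5 µM nominal, 0.8% DMSO; times: 1 h preincubation plus 2 h reaction at 25 °C; signal: Epi-absorbance at 405 nm of released p-nitroaniline, 0 and 120 min; replicates: singlicate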
procasp7 counter: counter-screen for procaspase-3 activators: activators of human procaspase-7. activation, % at 8.5 µM. 0.093% of 330,000 active. P55210. recombinant procaspase-7, Ac-DEVD-pNA absorbance 405 nm; D23A/D198A/D206A triple mutant, cannot self-cleave; scale: DMSO 0, 5 µM enzyme 100;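 active = percent activation above the screen-wide mean plus 3 SD, cut at about 25% in these data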
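Replicates: singlicate. Assay system: Procaspase-7 triple mutant (PC-7 D3A). Signal: 405 nm absorbance of p-nitroaniline. Times: 1 h preincubation, 2 h reaction. Buffer or medium: Zinc-free HEPES pH 7.4 with 300 mM NaCl, 0.01% Triton X-100. Also added: DEVD-pNA substrate. Benchmarks: DMSO wells as 0%, DMSO with 5 µM added PC-7 as 100%.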
PP1 counter: blocks human PP1-alpha phosphatase, a PP5 counter-screen. P62136. purified PP1alpha, OMFP fluorescence. inhibition, % at 6.7 µM. 0.9% of 320,000 active;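 active = inhibition above the mean inhibition of all tested compounds plus 3 SD, computed separately for each screening campaign, cut at about 15% in these data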
GRK2 inh: blocks RNA aptamer binding to human GRK2 | inhibition of aptamer binding, % at 10 µM | bead flow cytometry, FAM-aptamer displacement from GRK2 | P25098 | AID 488847 | 0.59% of 330,000 active;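 active = inhibition of aptamer binding above 40%, roughly 3 SD of noise, on plates passing a quality check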;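 also: median bead fluorescence of bound FAM aptamer so fluorescent compounds give negative values; no value below 0 was filed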
VLA-4 inh: inhibition in a human VLA-4 binding assay; AID 2557; 0.2% of 330,000 active; P13612; inhibition, % (about 7 µM as worked out from the volumes in the protocol); VLA-4 expressing cells, ligand binding flow cytometry; in the data active = inhibition above about 50%
Target sequence (P13612 whole entry, looked up): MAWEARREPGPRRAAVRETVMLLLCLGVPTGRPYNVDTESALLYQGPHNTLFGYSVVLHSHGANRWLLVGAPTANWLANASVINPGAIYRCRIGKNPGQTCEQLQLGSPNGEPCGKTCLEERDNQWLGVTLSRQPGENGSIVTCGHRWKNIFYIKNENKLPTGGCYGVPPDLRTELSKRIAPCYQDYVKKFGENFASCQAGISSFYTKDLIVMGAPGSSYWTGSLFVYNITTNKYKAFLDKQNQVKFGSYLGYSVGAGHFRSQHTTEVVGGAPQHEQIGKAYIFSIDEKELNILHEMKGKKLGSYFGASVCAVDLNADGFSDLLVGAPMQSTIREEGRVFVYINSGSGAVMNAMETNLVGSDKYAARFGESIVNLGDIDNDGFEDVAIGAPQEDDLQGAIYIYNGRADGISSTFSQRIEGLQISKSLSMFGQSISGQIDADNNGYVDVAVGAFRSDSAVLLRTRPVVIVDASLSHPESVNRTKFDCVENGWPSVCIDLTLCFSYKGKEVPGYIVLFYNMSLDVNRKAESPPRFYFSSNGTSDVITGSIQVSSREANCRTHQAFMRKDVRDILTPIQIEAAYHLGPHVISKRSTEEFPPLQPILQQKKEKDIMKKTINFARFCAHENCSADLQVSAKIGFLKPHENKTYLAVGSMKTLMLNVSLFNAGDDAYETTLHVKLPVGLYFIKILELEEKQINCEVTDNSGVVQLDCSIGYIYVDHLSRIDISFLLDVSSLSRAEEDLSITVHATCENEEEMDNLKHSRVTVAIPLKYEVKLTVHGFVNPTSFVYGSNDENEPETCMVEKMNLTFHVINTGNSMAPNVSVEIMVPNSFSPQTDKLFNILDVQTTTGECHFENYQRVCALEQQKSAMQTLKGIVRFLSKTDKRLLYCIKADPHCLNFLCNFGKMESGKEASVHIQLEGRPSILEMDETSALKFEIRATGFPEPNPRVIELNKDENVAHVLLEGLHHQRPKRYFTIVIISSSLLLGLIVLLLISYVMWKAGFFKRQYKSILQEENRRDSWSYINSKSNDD
Starred values were filed as active, the others as inactive; ? = inconclusive; · = no result given.

SMILES	GASC-1 inh	Fh CTSL1 inh	HCV core dimer	PP5 primary	proCasp3 act	procasp7 counter	PP1 counter	GRK2 inh	VLA-4 inh
CN1CCN(c2ccc(CNS(=O)(=O)c3ccsc3)cc2)CC1	5.8	-0.9	-0.5	-1.5	-3.7	3.0	-5.8	0.0	-10.4
CCOC(=O)CN1C(=O)C(=O)c2cccc(C)c21	3.7	-2.5	7.1	3.2	-4.2	0.8	-1.2	5.0	21.3
O=C(COC(=O)CNC(=O)c1ccc(Br)cc1)NCCC1=CCCCC1	-8.7	-1.6	-5.0	-2.1	3.1	7.3	-1.8	0.0	-0.4
CCc1cc(=O)oc2c3c(cc(OCC(=O)NCc4ccncc4)c12)OC(C)(C)CC3	-9.8	3.6	-0.5	5.5	7.6	1.1	0.5	0.0	1.4
Cc1c(C(=O)N2CCCCC2C)sc2nc3n(c(=O)c12)CCC3 (centres undefined)	0.7	-1.8	10.0	1.5	3.9	-3.4	-3.5	0.0	12.7
Nc1c(C(=O)O)sc2nc(-c3ccccc3)cc(-c3ccccc3)c12	-4.3	3.0	31.0	0.5	-8.4	-6.8	6.2	4.0	-18.4
CC(=O)N1CCN(S(=O)(=O)c2cccc(C(=O)OCN3C(=O)c4ccccc4C3=O)c2)CC1	-7.5	-5.7	10.5	-1.2	2.4	-4.2	-2.2	0.0	9.6
O=C(C1Cc2ccccc2CN1S(=O)(=O)c1cccs1)N1CCCCCC1 (centres undefined)	-0.2	-13.4	1.9	-2.9	3.9	5.4	-0.9	0.0	4.8
CSc1ccc(S(=O)(=O)Nc2ccc(N3CCOCC3)c(Cl)c2)cc1	0.7	1.2	1.6	2.6	2.3	-3.8	0.2	0.0	14.2
CCOC(=O)C(NC(=O)c1ccc(F)cc1)(Nc1sc2c(c1C(N)=O)CCC2)C(F)(F)F (centres undefined)	-3.8	-0.5	5.0	-0.3	-8.5	-7.8	-1.4	5.0	-1.0
CCc1ccc([C@@H]2CC=C(C(=O)O)CN2S(=O)(=O)c2ccc(C)cc2)cc1	-3.9	1.3	11.6	-0.1	1.6	-0.5	1.2	5.0	-8.9
O=C(O)c1ccccc1S(=O)CCO (centres undefined)	0.8	4.6	-1.4	-1.3	7.5	2.5	0.7	0.0	0.7
O=C(c1cc(S(=O)(=O)N2CCCCC2)ccc1F)N1CCCCC1	-3.6	-6.7	-1.6	0.5	12.0	-7.0	0.9	0.0	0.7
CN1C(=O)c2ccc(NC(=S)NC(=O)C(C)(C)C)cc2C1=O	-3.5	-2.5	-1.8	1.6	-3.7	-5.2	-2.4	3.0	21.2
CC(Oc1ccc(Br)cc1)C(=O)N1CCc2ccccc21 (centres undefined)	-157.1	-2.0	-2.5	3.3	-1.4	2.0	4.1	1.0	6.5
O=C(O/N=C(\c1ccccc1)c1ccccn1)c1ccc(Cl)c(Cl)c1	?	-5.2	9.5	-1.4	2.9	0.0	-3.2	0.0	0.5
Cc1nn(C)c(C)c1S(=O)(=O)N1CCc2ccccc21	-3.3	-1.5	1.1	-0.7	-4.2	-0.9	-4.0	1.0	6.8
CCC(C)NC(=O)Cn1nc(Cc2ccncc2)c2ccccc2c1=O (centres undefined)	4.1	-0.6	3.1	-0.5	-3.1	-10.6	2.5	0.0	11.4
O=C1C=C(c2ccc(Oc3ccccc3)cc2)C[C@@H](c2ccc(Cl)cc2)C1	0.2	·	·	0.1	4.5	6.5	0.6	3.0	11.2
COc1ccc(/C=C/C(=O)c2cc(Br)ccc(=O)c2O)cc1	6.7	1.2	4.5	2.3	-14.6	-14.3	12.3	12.0	22.9
COc1ccc(C)c2sc(NC(=O)c3cccc(N4C(=O)CCC4=O)c3)nc12	4.7	4.3	-3.8	-0.1	-6.2	2.7	3.1	0.0	8.9
COc1ccc(CN2CSC(=S)N(Cc3ccccc3)C2)cc1	-4.4	-0.9	0.1	5.0	-3.1	-15.3	-1.1	1.0	9.3
COc1ccc(-c2noc(=O)n2Cc2ccccc2Cl)cc1	10.3	-0.8	-0.9	-0.5	6.8	-3.3	-2.4	13.0	-0.6
CCCCn1c(N)c(N(CCOC)C(=O)C(C)Oc2ccc(Cl)cc2)c(=O)[nH]c1=O (centres undefined)	-11.4	-2.2	-0.3	-1.1	-4.7	5.6	-6.0	0.0	-0.2
CCOP(=O)(O)c1ccccc1OCCOCCOc1ccccc1P(=O)(O)OCC	-6.5	-1.5	0.7	0.3	5.5	6.1	-0.9	0.0	-7.2
More results follow:
SMILES	GASC-1 inh	Fh CTSL1 inh	HCV core dimer	PP5 primary	proCasp3 act	procasp7 counter	PP1 counter	GRK2 inh	VLA-4 inh
O=C(/C=C/c1ccco1)Nc1ccc(C(=O)N2CCOCC2)cc1	-2.5	2.7	-2.2	0.9	-8.6	-10.2	1.8	2.0	-3.2
CCc1ccc(-c2cn(-c3nc(C)cc(C)n3)c(=N)o2)cc1	-8.6	61.5*	5.6	2.2	-1.2	-3.5	-3.7	0.0	-1.0
CCOC(=O)C1=C(COC(=O)[C@@H]2CCCN2S(=O)(=O)c2ccc(C)cc2)NC(=O)NC1C (some centres undefined)	30.1	2.1	-1.5	-0.5	1.9	-1.0	-0.2	2.0	11.7
CN1CC(c2ccc(Cl)c(Cl)c2)[C@@]2(COc3ccccc3C2=O)[C@@]12C(=O)Nc1ccccc12 (some centres undefined)	-9.1	-3.0	-4.8	0.5	-2.6	0.9	-4.2	1.0	4.7
COc1cccc(NC(=O)COC(=O)c2ccc(S(=O)(=O)NCc3ccco3)cc2)c1	34.5	-8.9	17.9	1.0	5.2	4.0	1.6	6.0	2.5
COc1ccccc1N1CCN(C(=O)CSc2nnc3n2C(C)(C)Cc2ccccc2-3)CC1	·	-9.3	4.5	-1.0	0.3	-3.2	-1.1	0.0	-1.7
CC(C)CCN1CCN(Cc2nc(-c3ccccc3)cs2)CC1CCO (centres undefined)	-7.7	-6.0	-2.2	-1.0	3.1	-2.6	-5.7	0.0	0.4
O=C(CCC(=O)OCc1ccc(Br)cc1)Nc1ccccc1	1.6	-39.8	-0.2	2.3	-0.6	-1.7	2.8	2.0	6.9
CN1CCN(c2ccccc2NC(=O)c2c(F)cccc2F)CC1	23.2	-3.8	0.7	0.1	-7.6	11.4	-2.8	0.0	22.4
C=CCOC(=O)C1=C(C)NC(SC)=C(C#N)C1c1ccc(OCC)cc1 (centres undefined)	-6.9	3.1	5.5	5.0	-5.1	-2.0	6.4	1.0	-0.3
COc1cc(C(=O)NNC(=O)NC2CCCCC2)cc(OC)c1OC	5.0	-0.3	11.0	3.4	7.1	-3.0	-6.1	1.0	9.7
CCOC(=O)C1(CCOc2ccccc2)CCN(Cc2cc(OC)cc(OC)c2)CC1	-6.6	2.5	-10.5	4.4	1.4	-7.5	-2.3	3.0	-2.0
CC(C)CNC(=O)COC(=O)c1ccccc1SCC(=O)NCC(C)C	11.5	2.6	0.4	1.8	-3.4	-3.4	-1.8	3.0	-2.3
CCN1CCN(Cc2ccc(NC(=O)c3cc(NC(=O)C4=NN(c5ccccc5)C(=O)C4)cc(OC)c3)cc2C(F)(F)F)CC1	4.6	6.1	-9.7	4.7	4.5	-11.5	17.6*	0.0	-16.5
N#CCCN1CCN(C(=O)c2c(N)no[n+]2[O-])CC1	-12.9	4.7	-4.4	-2.4	4.5	-2.6	-5.8	0.0	3.8
CCc1cccc(NS(=O)(=O)c2ccc(-n3cccn3)cc2)c1	-4.8	-0.4	0.0	0.9	-0.2	1.6	-1.2	3.0	7.5
CC(=O)N(Cc1cccs1)Cc1cc2ccc(C)c(C)c2nc1Cl	7.0	0.0	5.5	1.5	6.6	1.2	-2.3	0.0	-5.7
COc1ccc(CCNCC(=O)Nc2ccc(C)c(Br)c2)cc1OC	9.5	4.2	-16.9	1.1	-1.0	-5.9	-1.6	0.0	9.6
CC(C)(C)n1nnnc1C(c1cccs1)N(Cc1ccccc1)Cc1ccco1 (centres undefined)	3.2	-3.6	5.6	1.6	-2.3	3.9	1.7	3.0	1.2
Cc1cccc(CSCCNC(=O)CN(c2cc(C)cc(C)c2)S(C)(=O)=O)c1	4.8	0.6	1.4	0.7	-1.0	8.0	-2.0	1.0	-3.3
COc1ccc(S(=O)(=O)N/N=C/c2ccc(OCCN3CCOCC3)c(OC)c2)cc1	-20.1	-0.1	3.3	1.4	4.3	-0.5	-0.8	0.0	23.4

Gathered by group: the compounds so far containing bromine (five)
SMILES	GASC-1 inh	Fh CTSL1 inh	HCV core dimer	PP5 primary	proCasp3 act	procasp7 counter	PP1 counter	GRK2 inh	VLA-4 inh
O=C(COC(=O)CNC(=O)c1ccc(Br)cc1)NCCC1=CCCCC1	-8.7	-1.6	-5.0	-2.1	3.1	7.3	-1.8	0.0	-0.4
CC(Oc1ccc(Br)cc1)C(=O)N1CCc2ccccc21 (centres undefined)	-157.1	-2.0	-2.5	3.3	-1.4	2.0	4.1	1.0	6.5
COc1ccc(/C=C/C(=O)c2cc(Br)ccc(=O)c2O)cc1	6.7	1.2	4.5	2.3	-14.6	-14.3	12.3	12.0	22.9
O=C(CCC(=O)OCc1ccc(Br)cc1)Nc1ccccc1	1.6	-39.8	-0.2	2.3	-0.6	-1.7	2.8	2.0	6.9
COc1ccc(CCNCC(=O)Nc2ccc(C)c(Br)c2)cc1OC	9.5	4.2	-16.9	1.1	-1.0	-5.9	-1.6	0.0	9.6

Random excerpt: 5 entries already listed, in no set order.
SMILES	GASC-1 inh	Fh CTSL1 inh	HCV core dimer	PP5 primary	proCasp3 act	procasp7 counter	PP1 counter	GRK2 inh	VLA-4 inh
CC(C)CCN1CCN(Cc2nc(-c3ccccc3)cs2)CC1CCO (centres undefined)	-7.7	-6.0	-2.2	-1.0	3.1	-2.6	-5.7	0.0	0.4
CN1CCN(c2ccc(CNS(=O)(=O)c3ccsc3)cc2)CC1	5.8	-0.9	-0.5	-1.5	-3.7	3.0	-5.8	0.0	-10.4
CC(=O)N(Cc1cccs1)Cc1cc2ccc(C)c(C)c2nc1Cl	7.0	0.0	5.5	1.5	6.6	1.2	-2.3	0.0	-5.7
O=C(c1cc(S(=O)(=O)N2CCCCC2)ccc1F)N1CCCCC1	-3.6	-6.7	-1.6	0.5	12.0	-7.0	0.9	0.0	0.7
C=CCOC(=O)C1=C(C)NC(SC)=C(C#N)C1c1ccc(OCC)cc1 (centres undefined)	-6.9	3.1	5.5	5.0	-5.1	-2.0	6.4	1.0	-0.3

No enrichment for hits. Share with any hit: about 2.6%.
